# Assay outcomes (PubChem)
# CF NFkB block – inhibitors of PAF-induced NF-kB signaling, primary screen, cell-based, GFP fluorescence, uHTS | actives 0.86% (n = 360,000) | KKLEB NF-kB-GFP reporter, GFP fluorescence overnight | inhibition, % at 5 µM | AID 588850, 2011;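 active means at least 50% inhibition at 5 µM, scaled per plate between neutral and stimulator controls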;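 further: PAF is a Pseudomonas aeruginosa culture filtrate used as stimulus; plate controls were PAF-stimulated DMSO wells for no effect and unstimulated DMSO wells for full effect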
# Shn3 3UTR inh – reduction of Shn3 3'UTR firefly luciferase signal, primary screen, Schnurri-3 inhibitor project, cell-based, Clone20 osteoblasts, set 2. Clone20 osteoblast Shn3 3'UTR firefly luciferase, 24 h. inhibition, % at 12.5 µM. actives 0.52% (n = 360,000). AID 588674, 2011;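 active means mean inhibition of at least 75% with every replicate also reaching 75%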;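 further: 0% = median of neutral control wells and 100% = pilot-screen positive control compound; some compounds past the cut are filed as inactive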
# PDI inh – inhibitors of human PDI, primary screen, biochemical, turbidity, single point, plate reader | Protein disulfide-isomerase (Homo sapiens), P07237 | inhibition, % at 10 µM | PDI insulin aggregation turbidity, A650, 90 min | actives 0.052% (n = 350,000) | AID 588391, 2011;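 active means mean inhibition across replicates of 30% or more, whatever share of single replicates reach that level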;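 further: absorbance from insulin aggregation driven by PDI reduction with DTT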
# Target sequence (P07237 whole entry, looked up): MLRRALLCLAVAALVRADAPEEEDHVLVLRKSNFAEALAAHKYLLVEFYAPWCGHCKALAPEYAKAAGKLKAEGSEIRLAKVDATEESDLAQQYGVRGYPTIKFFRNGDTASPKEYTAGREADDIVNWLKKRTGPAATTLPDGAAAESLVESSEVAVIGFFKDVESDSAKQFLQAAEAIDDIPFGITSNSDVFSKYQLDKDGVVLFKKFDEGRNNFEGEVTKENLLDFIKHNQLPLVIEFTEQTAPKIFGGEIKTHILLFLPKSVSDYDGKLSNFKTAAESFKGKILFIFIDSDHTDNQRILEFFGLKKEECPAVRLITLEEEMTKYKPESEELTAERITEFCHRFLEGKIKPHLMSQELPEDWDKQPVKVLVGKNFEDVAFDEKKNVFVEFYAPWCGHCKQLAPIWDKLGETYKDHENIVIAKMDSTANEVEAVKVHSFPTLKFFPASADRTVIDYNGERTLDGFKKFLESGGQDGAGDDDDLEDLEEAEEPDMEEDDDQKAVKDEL
# KKLEB cytotox – cytotoxicity in KKLEB CF airway cells, primary screen, cytotoxicity control for CF NF-kB inhibitor project, cell-based, uHTS, fluorescence assay plates. KKLEB CF airway cells viability, ATPlite luminescence, overnight; hits give low values; cells stimulated with P. aeruginosa culture filtrate. activity change (cytotoxicity), % at 5 µM. AID 602141, 2011. actives 0.36% (n = 360,000);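 active means corrected activity change at or below -50% at 5 µM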
# NR2E3 ag-1 – NR2E3 agonists in two-hybrid cells, primary screen, cell-based, luminescence, CHO-S, Gal4-NCOR/VP16-NR2E3 | Photoreceptor-specific nuclear receptor (Homo sapiens), Q9Y5X4 | luciferase | inhibition of corepressor binding, % at 3.98 µM | actives 0.35% (n = 360,000) | AID 602229, 2012;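 active means inhibition above the mean of all tested compounds plus 3 SD, cut at about 70% in these data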;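 further: 0% = DMSO with NR2E3 transfected cells and 100% = cells lacking NR2E3 construct; higher means lower luciferase signal from less NR2E3 corepressor binding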
# Target sequence (Q9Y5X4 whole entry, looked up, the tested form may be a part): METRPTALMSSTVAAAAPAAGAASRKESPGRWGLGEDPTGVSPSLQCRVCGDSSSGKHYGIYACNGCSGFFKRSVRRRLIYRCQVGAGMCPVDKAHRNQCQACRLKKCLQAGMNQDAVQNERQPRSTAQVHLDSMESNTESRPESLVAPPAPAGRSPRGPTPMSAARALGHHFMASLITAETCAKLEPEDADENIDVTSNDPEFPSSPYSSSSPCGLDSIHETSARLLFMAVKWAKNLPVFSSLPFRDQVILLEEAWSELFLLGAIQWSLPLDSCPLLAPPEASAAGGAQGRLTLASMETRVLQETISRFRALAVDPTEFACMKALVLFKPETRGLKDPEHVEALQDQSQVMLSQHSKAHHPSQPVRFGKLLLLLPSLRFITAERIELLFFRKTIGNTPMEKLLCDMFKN
# CaV13 FRET inh – Primary screen for inhibitors of IQ motif and Ca2+-dependent inactivation inhibitor domain binding in CACNA1D, Förster resonance energy transfer in living cells, …. inhibition, % at 12.3 µM. actives 0.098% (n = 340,000). HEK cells, CFP/YFP FRET ICDI-IQ, plate reader, 10 min; percent FRET-ratio fall versus neutral wells;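 active means mean replicate inhibition of at least 30% and at least 1% of replicates passing that level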;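 further: 0% = median of the neutral control wells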
# HIF-2a block – HIF-2a reporter inhibitors, primary screen, luminescence, 786-0 RCC cells; 786-0 RCC cells HIF-2a reporter, luciferase luminescence, overnight; inhibition, % at 18.8 µM; actives 0.72% (n = 360,000); AID 624352, 2012;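 active means inhibition of the luminescence signal of 40% or more relative to plate controls, in a single-dose primary screen at 18.75 µM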
# Peg3 prom inh – Peg3 promoter-driven luciferase inhibitors, primary screen, cell-based, HeLa, luciferase luminescence; inhibition, % at 20 µM; HeLa PEG-Prom luciferase reporter, overnight; AID 588405, 2011; actives 1.7% (n = 360,000);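 active means inhibition of at least 50% at 20 µM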
# TRPM1 prom inh – inhibitors of MITF-dependent TRPM1 promoter reporter, primary screen, cell-based, SK-MEL-5, single point, luciferase | actives 0.83% (n = 330,000) | inhibition, % at 12.5 µM | AID 488899, 2010 | SK-MEL-5 TRPM1 promoter luciferase, 24 h;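 active means mean inhibition across replicates of 60% or more, whatever share of single replicates reaches that level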; further: values of inactives mirror those of a sister screen read the other way
# NR2E3 ag-2 – inhibitors of NR2E3-RetCOR corepressor binding, primary screen, NR2E3 agonist project, biochemical, TR-FRET, GST-NR2E3, biotin-RetCOR; 1536-well; AID 2300, 2010; inhibition of corepressor binding, % at 4.78 µM; actives 0.12% (n = 320,000); Photoreceptor-specific nuclear receptor (Homo sapiens), Q9Y5X4;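 active means percent inhibition above the cutoff of mean plus 3 SD of all tested compounds, set per screening campaign, cut at about 20% in these data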;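 further: 0% = DMSO wells and 100% = biotin wells as full block of FRET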
#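 Material: NR2E3–RetCOR corepressor complex | Quantity: 1.35 nM GST-tagged NR2E3 final | Schedule: 5 h at 4 °C | Replication: Singlicate compound wells | Reagent: RetCOR corepressor, biotinylated, 7 nM | Controls: Biotin wells as high control, 0.6% DMSO wells as low control | Signal: TR-FRET, Eu(K)-anti-GST donor, streptavidin-D2 acceptor, ex 340, em 617/671 nm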
# Vif inh – HIV Vif self-association inhibitors, primary screen, imaging, HEK293T, single point; HEK293T cells, Vif self-association by quenched fluorescence, 24 h; actives 0.35% (n = 340,000); AID 602346, 2012; inhibition, % at 7.49 µM; in the data active means inhibition above about 50%, passing the limit was not always enough; further: some results filed as inactive read as strong as hits
# An asterisk follows results filed as active; . = no result given.
# Values run as follows: CF NFkB block, Shn3 3UTR inh, PDI inh, KKLEB cytotox, NR2E3 ag-1, CaV13 FRET inh, HIF-2a block, Peg3 prom inh, TRPM1 prom inh, NR2E3 ag-2, Vif inh
- CCN1CCCC1CNC(=O)C(=O)NCc1ccccc1 (configuration not stated)
  -22, -10, -3, 12, -2, -6, 9, 0, 5, 2, -5
- c1cc[n+](CCC[n+]2ccccc2)cc1
  -8, -5, -1, 5, -1, -18, 8, 2, -1, -3, .
- CCOC(=O)C1=C(C)NC(=O)CC1c1ccccc1 (configuration not stated)
  -2, -3, 4, -2, -6, ., 16, 2, 5, 0, 10
- CN(C(=O)COc1cccc(Br)c1)C1CCS(=O)(=O)C1 (configuration not stated)
  11, -5, 3, -2, -2, -7, -4, 0, -5, 1, -6
- O=C(Nc1ccc2c(c1)OCCO2)C1CCN(S(=O)(=O)c2ccc(Br)s2)CC1
  -3, 29, 13, 4, -9, ., -40, -30, -10, -2, .
- C=CCN1CCN(C(CCC)c2nnnn2Cc2ccco2)CC1 (configuration not stated)
  -10, -13, -5, 7, -5, 5, 2, -12, 2, 4, 6
- Cc1nonc1C(=O)N1CCCC(N2CCN(c3ccc(F)cc3)CC2)C1 (configuration not stated)
  -2, 15, -3, -1, -39, -2, -10, 7, 7, ., 1
- CCCN(CCC)CCN1C(=O)C2C(C(=O)Nc3ccc(C)cc3)C3C=CC2(O3)C1C(=O)NC1CCCCC1 (configuration not stated)
  -1, 2, 19, 1, -5, -2, 10, -16, -2, -2, 9
- Cc1cc(C)c2nc(N(CCN(C)C)C(=O)/C=C/c3cccs3)sc2c1
  42, -7, -7, -22, 7, -3, 7, 2, 6, -4, -1
- Cc1ccc(NC2=NCCCCC2)cc1C
  -10, 2, 1, 1, 0, -4, 6, 8, 4, -1, 11
- Cc1ccc(NC(=O)C(C)OC(=O)Cn2cnc3ccccc3c2=O)cc1 (configuration not stated)
  4, -2, 9, 8, -23, -5, -38, -23, -2, 1, 4
- CCOC(=O)C1CCN(S(=O)(=O)c2ccc3[nH]c(=O)oc3c2)CC1
  16, -6, 4, -3, -23, -5, 13, 9, 4, 1, 17
- COc1ccc(Br)c(C(=O)N2CCN(S(=O)(=O)c3cccs3)CC2)c1
  -10, 1, -1, -5, -4, 6, 10, 16, -8, -1, 8
- CC(C)c1ccc(NC(=O)C(c2ccc3c(c2)OCO3)N2CCCCC2)cc1 (configuration not stated)
  5, 32, 0, 1, -9, -6, -48, 5, ., 0, .
- CCCCC(=O)Nc1nn(CCC)c2nc3ccccc3cc12
  16, 1, -5, 7, -13, -4, 4, 7, 3, 0, -1
- Cc1c(-c2ccccc2)[n+](=O)c2c(n1[O-])CCC2
  12, -4, 12, 1, 12, -2, 10, 0, -2, 4, -4
- COc1cc2c(cc1OC)C(=O)CCS2
  -2, -3, 7, -7, -16, ., 9, 6, -5, 0, -2
- O=C(Nc1cccc(Cl)c1)C1=CC=CN2CCS(=O)(=O)N=C12
  -7, -17, -2, 0, 0, -5, -41, -30, -3, ., 12
- Oc1ccc(/C=N/N=C(c2ccccc2)c2ccccc2)c(O)c1O
  -11, -23, -2, 6, -22, -5, 16, -10, -3, -1, 0
- CN(C)S(=O)(=O)c1cccc(NC(=O)c2ccc(S(=O)(=O)N3CCCCC3)cc2)c1
  9, 41, -3, -1, -3, -6, 12, 10, 9, 0, -6
- CCc1ccc(/C=C2\SC(=S)N(CCCC(=O)N3CCCC3)C2=O)cc1
  25, -35, 8, -22, -14, -6, 5, -24, ., ., -5
- CCOC(=O)Nc1cccc(OCC(=O)Nc2ccc3c(c2)CCC3)c1
  0, 8, 9, 4, -17, -6, -126, -56, -26, ., -1
- COc1cc(NC(=O)COc2ccc(Cl)cc2)ccc1NC(=O)C(C)C
  -8, 5, -1, 10, -63, -3, 2, -1, 6, 2, -4
- Cc1cc(OC(=O)c2ccc(S(=O)(=O)N3CCCCC3)cc2)c([N+](=O)[O-])c(=O)[nH]1
  0, 9, -5, -7, 5, -5, 10, 8, -16, 3, -2
- CN(C(=O)CSc1ccc2c(c1)OCCO2)c1ccccc1
  -1, -103, -1, -4, -46, -5, -257, -149, -74, ., -3
- Cc1ccc2c(c1)N(CCC(=O)NCc1cccs1)C(=O)C(C)O2 (configuration not stated)
  2, -1, 15, 2, -24, -4, -3, -1, 12, -2, -3
- Cc1[nH]c2ccc(F)cc2c1CCN(Cc1ccncc1)C(=S)Nc1cccc(F)c1
  2, 18, 1, -6, -20, -6, 4, 2, -6, 4, 5
- COc1ccc2nc(NC(=O)c3ccoc3C)sc2c1
  -1, -33, 6, -10, -168, -8, -161, -138, -27, 3, -2
- CC(=O)Nc1ccc(S(=O)(=O)Nc2ccccc2C(=O)N2CCCCC2)cc1
  -12, -11, -9, 4, -7, -3, 20, 12, 6, 0, 5
- Cc1ccccc1C(=O)NC(=S)NCCc1ccccc1
  2, -15, 1, 4, -9, -5, -58, -25, -1, 2, -3

# Nine compounds from above, ordered by number of heavy atoms, lowest first:
# Values run as follows: CF NFkB block, Shn3 3UTR inh, PDI inh, KKLEB cytotox, NR2E3 ag-1, CaV13 FRET inh, HIF-2a block, Peg3 prom inh, TRPM1 prom inh, NR2E3 ag-2, Vif inh
- COc1cc2c(cc1OC)C(=O)CCS2
  -2, -3, 7, -7, -16, ., 9, 6, -5, 0, -2
- CCN1CCCC1CNC(=O)C(=O)NCc1ccccc1 (configuration not stated)
  -22, -10, -3, 12, -2, -6, 9, 0, 5, 2, -5
- O=C(Nc1cccc(Cl)c1)C1=CC=CN2CCS(=O)(=O)N=C12
  -7, -17, -2, 0, 0, -5, -41, -30, -3, ., 12
- CCCCC(=O)Nc1nn(CCC)c2nc3ccccc3cc12
  16, 1, -5, 7, -13, -4, 4, 7, 3, 0, -1
- Cc1ccc2c(c1)N(CCC(=O)NCc1cccs1)C(=O)C(C)O2 (configuration not stated)
  2, -1, 15, 2, -24, -4, -3, -1, 12, -2, -3
- CCOC(=O)Nc1cccc(OCC(=O)Nc2ccc3c(c2)CCC3)c1
  0, 8, 9, 4, -17, -6, -126, -56, -26, ., -1
- Cc1ccc(NC(=O)C(C)OC(=O)Cn2cnc3ccccc3c2=O)cc1 (configuration not stated)
  4, -2, 9, 8, -23, -5, -38, -23, -2, 1, 4
- CC(C)c1ccc(NC(=O)C(c2ccc3c(c2)OCO3)N2CCCCC2)cc1 (configuration not stated)
  5, 32, 0, 1, -9, -6, -48, 5, ., 0, .
- Cc1[nH]c2ccc(F)cc2c1CCN(Cc1ccncc1)C(=S)Nc1cccc(F)c1
  2, 18, 1, -6, -20, -6, 4, 2, -6, 4, 5

# Next part:
# Values run as follows: CF NFkB block, Shn3 3UTR inh, PDI inh, KKLEB cytotox, NR2E3 ag-1, CaV13 FRET inh, HIF-2a block, Peg3 prom inh, TRPM1 prom inh, NR2E3 ag-2, Vif inh
- C/C=C\C(=O)Nc1cccc(C2=NOC3(C2)C[C@@H](C(N)=O)N(C(=O)c2ccccc2)C3)c1 (some centres not stated)
  -26, 8, 5, 20, 9, -10, 4, 5, 0, 1, -7
- O=C(Nc1ccccc1)C1=C[C@H](c2ccc(C(F)(F)F)cc2)C[C@H](OCCCCO)O1
  -2, -39, -2, -9, -32, -5, -186, -130, -36, 5, 4
- CCOc1cccc(-c2nnc(SCC(=O)Nc3cccc(OC)c3)n2N)c1
  -6, 0, 5, -2, -4, -4, -11, -7, 8, ., -3
- O=Cc1c(NCc2ccc(F)cc2)c2ccccc2[nH]c1=O
  20, -11, -3, -23, -33, 0, 6, 9, -5, -3, -2
- CCN(CC)S(=O)(=O)c1cccc(NC(=O)CC2CCCC2)c1
  -8, 15, 2, 6, 0, -6, 9, 12, 8, 0, -6
- CC(=O)Nc1cccc(-c2csc(C(O)c3ccc(F)c(F)c3)n2)c1 (configuration not stated)
  0, -24, -2, -7, 24, -2, -1, 13, ., ., -5
- Cc1ccc(N2C(=O)CN(Cc3ccccc3)C2=S)cc1C
  6, -11, 11, -9, 5, -17, 1, 14, 10, 3, -6
- C=CC(COCc1ccccc1)N(C(=O)OC(C)(C)C)S(=O)(=O)c1ccccc1Br (configuration not stated)
  38, -1, 4, 4, -2, -12, 13, 20, 0, -1, .
- O=C(COC(=O)Cc1ccc(Br)cc1)NCc1ccc(F)cc1
  10, -4, 3, 8, -5, -2, 16, -5, 9, 2, 1
- CCc1ccc(/C=C2/SC(=S)N(CCC(=O)NCCCN3CCOCC3)C2=O)cc1
  -12, -21, 4, 0, 5, -6, -50, -103, -26, 4, 18
- Cc1ccc(F)c(S(=O)(=O)NC(=O)C2(C)CCN2C(=O)Cc2ccccc2Cl)c1 (configuration not stated)
  -36, -2, -5, 3, -10, -10, 8, 17, ., ., -2
- O=c1cc2c(nn1Cc1ccc(Cl)cc1)-c1ccccc1CC2
  8, -15, -3, 2, 11, -3, 1, 4, 1, 2, -14
- O=C(CCNS(=O)(=O)c1cccs1)NCc1ccccc1
  -4, -31, 3, -5, -12, -8, 2, 1, -7, 7, -1
- O=C(CN(C(=O)CNC(=O)c1cccs1)c1ccc(F)cc1)NC1CCCC1
  0, 8, 1, 0, -7, -3, 22, -3, -2, 4, 28
- COc1ccc2nc(NCc3cccnc3)sc2c1
  15, -57, -7, 5, -59, -19, -90, -84, -18, -1, -7
- CCC(=O)Nc1ccc2c(c1)nc(CCN1CCN(c3ccccc3)CC1)n2C
  -3, -10, 1, 10, -3, -5, 20, 9, 2, 1, -6
- COc1cc(OC)c(C2=Nc3ccc(Br)cc3C(c3ccccc3)N2CC(=O)NN)cc1OC (configuration not stated)
  -7, -3, 2, 8, -7, -5, 5, -3, -2, 1, 4
- O=C1COc2ccc(C(=O)COC(=O)c3ccc(S(=O)(=O)C(F)F)cc3)cc2N1
  5, 13, 6, -7, -19, -5, 6, 6, -1, 0, 8
- Oc1ccc2ccccc2c1CN1CCN(c2ccccc2F)CC1
  13, 19, ., -14, 7, -7, -10, -5, ., ., 2
- O=C(NCC1CCCO1)c1ccc2c(c1)C(=O)N(C1CCCCC1)C2=O (configuration not stated)
  6, 1, 2, -2, -5, ., 4, 25, -5, -2, -9
